Cdc25B inh: inhibitors of human Cdc25B phosphatase; P30305; recombinant Cdc25B, OMFP fluorescence Ex485/Em525; inhibition, %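 (compounds tested at 10 µM final in the well)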; actives 0.1% (n = 65,000); AID 368; in the data active = inhibition above about 50%
FXIIa inh mix: blocks human factor XIIa in pooled compound mixtures; P00748; inhibition, % at 5 µM; actives 0.2% (n = 62,000); purified FXIIa, fluorogenic substrate; in the data active = inhibition above about 20%, passing the limit was not always enough;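 note: 0% = enzyme without compound and 100% = no enzyme blank; some results filed as inactive read as strong as hits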
RORa activator: RORA (human) activation | P35398 | CHO-K1 Gal4-RORA LBD luciferase reporter, luminescence; percent increase over mock-subtracted basal signal | activation, % at 10 µM | actives 1.5% (n = 65,000);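 active = activation above the mean of all tested compounds plus 3 SD, cut at about 49% in these data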;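 note: 0% = DMSO-treated RORA cells and 100% = added signal equal to DMSO minus mock-transfected cells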
MKP-1 inh: blocks human MKP-1 phosphatase activity | inhibition, %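 (compounds tested at a single concentration somewhere between 10 and 100 µM)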 | actives 0.15% (n = 65,000) | P28562 | recombinant MKP-1, OMFP hydrolysis fluorescence | AID 374;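 active = inhibition above about 50%, limit read from the data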;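 note: 0% = DMSO max control wells and 100% = wells with enzyme stopped by NaOH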
Target sequence (P28562 whole entry, looked up): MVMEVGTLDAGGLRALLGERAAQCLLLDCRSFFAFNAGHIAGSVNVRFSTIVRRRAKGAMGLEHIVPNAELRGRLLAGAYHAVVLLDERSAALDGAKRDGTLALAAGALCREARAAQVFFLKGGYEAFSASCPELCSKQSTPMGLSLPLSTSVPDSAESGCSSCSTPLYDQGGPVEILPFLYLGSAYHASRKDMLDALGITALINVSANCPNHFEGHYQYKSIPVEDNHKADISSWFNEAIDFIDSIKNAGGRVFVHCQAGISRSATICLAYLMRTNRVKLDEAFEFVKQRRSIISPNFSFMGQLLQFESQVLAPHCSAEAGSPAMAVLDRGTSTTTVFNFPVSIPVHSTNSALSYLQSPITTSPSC
TNAP act DEA: human TNAP activation, intermediate phosphate acceptor | activation factor at 20 µM | purified TNAP, CDP-star luminescence, 100 mM DEA, 30 min; active compounds read high; scale: 0 levamisole-inhibited, 1 vehicle-only enzyme | P05186 | 64,000 tested, under 10 active;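 active = activation factor of at least 2 at 20 µM, relative to controls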
Hsp90 block: displaces geldanamycin probe from tumor Hsp90. P07900. NCI-N417 lysate Hsp90, Cy3B-geldanamycin FP displacement. inhibition, % at 30 µM. actives 0.35% (n = 64,000). AID 429;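 active = inhibition above 50%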;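 note: 0% = tracer plus lysate wells and 100% = tracer alone without lysate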
D1 mod: D1 dopamine receptor (human) allosteric modulation; P21728; HEK293 D1, CRE-luciferase, dopamine EC30 potentiation; actives deviate in either direction; B-score at 10 µM; actives 5.9% (n = 58,000); AID 641;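 active = luminescence count or its row- and column-corrected plate score outside the 99.7% band of the plate's sample wells, on either side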
Her2 expr inh: Her2 kinase expression inhibition; P04626; SKBR-3 HER2 protein level, AlphaScreen, 18-24 h; active compounds read low; HER2 level % of control, % at 10 µM; actives 0.69% (n = 65,000); AID 645;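 active = HER2 level under 5% of the carrier-only control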;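 note: 100% = DMSO carrier and 0% = 500 nM PU-H71 HSP90 inhibitor; lower value means stronger loss of Her2 protein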
SF1 activator: activates the human nuclear receptor SF-1; CHO-K1 Gal4-SF-1 LBD luciferase reporter; % increase over DMSO SF-1-specific signal; Q13285; AID 522; activation, % at 10 µM; actives 1.9% (n = 65,000);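 active = activation above the mean activation of all tested compounds plus 3 SD, cut at about 50% in these data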
Target sequence (Q13285 whole entry, looked up, the tested form may be a part): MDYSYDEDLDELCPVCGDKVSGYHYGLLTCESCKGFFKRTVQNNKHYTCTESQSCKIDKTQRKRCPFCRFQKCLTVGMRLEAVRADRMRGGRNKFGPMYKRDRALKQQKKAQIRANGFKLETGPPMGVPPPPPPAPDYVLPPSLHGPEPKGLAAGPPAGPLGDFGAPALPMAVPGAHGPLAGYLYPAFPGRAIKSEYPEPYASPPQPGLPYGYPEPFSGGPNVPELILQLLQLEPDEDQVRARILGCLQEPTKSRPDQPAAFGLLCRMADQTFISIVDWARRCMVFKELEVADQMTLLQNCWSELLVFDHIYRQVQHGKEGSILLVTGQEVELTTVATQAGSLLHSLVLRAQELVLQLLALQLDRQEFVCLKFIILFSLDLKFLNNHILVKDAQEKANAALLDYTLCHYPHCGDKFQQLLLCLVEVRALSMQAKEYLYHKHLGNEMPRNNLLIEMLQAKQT
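Material: Transient Gal4-SF-1 LBD reporter, CHO-K1 | Input: 4,000 cells/well | Dosing: One dose, 10 µM compound, 1% DMSO | Incubation: 20 h compound treatment, 37 °C | Detection: SteadyLite luciferase luminescence | Evaluation: Percent activation relative to DMSO median and mock-transfected background | Benchmarks: DMSO-treated SF-1-transfected cells as negative, DMSO-treated mock-transfected cells lacking SF-1 as background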
An asterisk follows results filed as active; / = not tested or not shown. Rows are unselected; 8.9% or so of the library scored in one or more.

molecule	Cdc25B inh	FXIIa inh mix	RORa activator	MKP-1 inh	TNAP act DEA	Hsp90 block	D1 mod	Her2 expr inh	SF1 activator
CC(=O)c1sc(NC(=O)C=C(C)C)nc1C	-11.7	2.4	6.5	2.0	1	-2.1	0.117	95.0	13.7
O=C(CCC(=O)OCC(F)(F)C(F)F)NCc1ccccc1	1.1	8.4	-18.0	6.8	0.9	-3.9	0.31	100.7	-10.3
CCCCOC(=O)CSc1nnc(-c2cc(OC)c(OC)c(OC)c2)o1	-7.5	4.9	-1.5	-24.8	0.9	0.7	-0.511	109.3	-12.1
CCCOC(=O)c1ccc(NS(=O)(=O)c2cccs2)cc1	-3.8	-23.2	-18.9	16.3	0.9	1.5	1.22	120.2	5.9
O=C(CSc1nnc(-c2ccccn2)n1-c1ccccc1)Nc1ccc2c(c1)OCO2	-15.4	3.0	-6.1	-4.5	0.9	0.7	1.65	45.6	9.4
CCOC(=O)C(C#N)C(Cc1ccccc1)c1ccco1 (configuration not stated)	7.0	/	-7.7	-20.8	0.9	-8.9	/	126.1	-6.7
O=C(CC1SC(N2CCCCC2)=NC1=O)Nc1cccc(C(=O)O)c1 (configuration not stated)	-6.9	-18.1	-10.5	11.3	0.9	3.3	0.0472	68.9	-11.3
COc1cc(-c2noc(CCC(=O)Nc3cccnc3)n2)cc(OC)c1OC	-6.5	1.9	7.7	-29.5	0.9	-1.6	0.0619	85.3	-6.7
CCN(Cc1cc2cc(OC)ccc2[nH]c1=O)C(=O)Cc1ccc(OC)cc1	3.8	-24.6	30.9	7.7	0.9	11.4	1.04	91.9	-10.1
O=C(CCN1C(=O)C2C3C=CC(C3)C2C1=O)N1CCN(c2ccccc2F)CC1 (configuration not stated)	2.5	2.2	-10.5	22.9	0.9	-0.8	-0.381	109.8	2.6
CCOc1cccc2cc(C(=O)N3CCN(C/C=C/c4ccccc4)CC3)c(=O)oc12	-10.0	39.0	-11.8	8.1	0.8	-11.3	0.00821	87.8	9.7
CCCCNC(NCCCC)=C(S(=O)(=O)CC)S(=O)(=O)CC	6.3	-20.9	-2.7	6.2	0.9	-0.5	-0.145	206.3	-1.1
CC(C)c1nc(N2CCN(C(=O)c3ccco3)CC2)c2c3c(sc2n1)CCCC3	0.4	11.9	-7.2	12.5	0.9	-4.3	-0.0102	78.2	-8.9
N#CN=C1SCCS1	-5.5	7.5	2.5	13.0	1	/	0.244	91.7	-6.4
Cc1oc(-c2ccc3c(c2)OCCO3)cc1C(=O)O	-6.5	5.7	-74.9	26.6	1	-11.8	-6.22*	91.5	-80.7
CC12CCC(=O)N1c1ccccc1C(=O)N2c1ccccc1 (configuration not stated)	-15.1	18.1	6.1	-11.7	1	-4.5	-0.571	/	10.4
Cn1c(=O)oc2cc(S(=O)(=O)NCCCN3CCCC3=O)ccc21	-0.7	-19.4	7.1	3.4	1	0.1	-0.438	134.5	-8.4
CCOC(=O)Cn1nc(-c2ccc(Cl)cc2)cc1N	-14.2	-6.2	16.3	7.0	0.8	-1.6	0.305	40.2	1.3
CN(C)c1ccc(-c2ccncc2)cc1	1.8	-2.8	45.0	8.1	0.9	1.4	0.941	90.3	15.9
CCOc1ccccc1N(CC(=O)Nc1ccccc1C(=O)NCc1ccco1)S(C)(=O)=O	-7.7	0.0	-12.0	3.8	1	-4.5	0.00973	65.9	-14.8
Cc1cc(NC(=O)CSc2nnc(-c3ccco3)n2Cc2ccco2)no1	4.3	0.8	16.1	5.6	0.9	3.4	0.723	87.8	-9.6
CCOc1ccc(CCNC(=O)C(O)c2ccccc2)cc1 (configuration not stated)	-10.4	/	-3.1	-15.7	0.9	-2.7	/	78.8	-8.3
O=C(CCc1ccccc1)NC1CCSC1=O (configuration not stated)	0.2	7.6	0.4	8.2	0.9	-0.1	0.045	120.2	-10.6
CCCCCC1NC(=O)NC1CCCCCC(=O)O (configuration not stated)	-2.4	-4.9	22.0	4.8	0.9	-1.9	-1.5	85.5	25.0

An excerpt of these results, with two lines to a compound:
Below each SMILES – Cdc25B inh, FXIIa inh mix, RORa activator, MKP-1 inh, TNAP act DEA, Hsp90 block, D1 mod, Her2 expr inh, SF1 activator
- CCN(Cc1cc2cc(OC)ccc2[nH]c1=O)C(=O)Cc1ccc(OC)cc1
    3.8, -24.6, 30.9, 7.7, 0.9, 11.4, 1.04, 91.9, -10.1
- O=C(CCN1C(=O)C2C3C=CC(C3)C2C1=O)N1CCN(c2ccccc2F)CC1 (configuration not stated)
    2.5, 2.2, -10.5, 22.9, 0.9, -0.8, -0.381, 109.8, 2.6
- CCOc1cccc2cc(C(=O)N3CCN(C/C=C/c4ccccc4)CC3)c(=O)oc12
    -10.0, 39.0, -11.8, 8.1, 0.8, -11.3, 0.00821, 87.8, 9.7
- CCCCNC(NCCCC)=C(S(=O)(=O)CC)S(=O)(=O)CC
    6.3, -20.9, -2.7, 6.2, 0.9, -0.5, -0.145, 206.3, -1.1
- CC(C)c1nc(N2CCN(C(=O)c3ccco3)CC2)c2c3c(sc2n1)CCCC3
    0.4, 11.9, -7.2, 12.5, 0.9, -4.3, -0.0102, 78.2, -8.9
- N#CN=C1SCCS1
    -5.5, 7.5, 2.5, 13.0, 1, /, 0.244, 91.7, -6.4
- Cc1oc(-c2ccc3c(c2)OCCO3)cc1C(=O)O
    -6.5, 5.7, -74.9, 26.6, 1, -11.8, -6.22*, 91.5, -80.7
- CC12CCC(=O)N1c1ccccc1C(=O)N2c1ccccc1 (configuration not stated)
    -15.1, 18.1, 6.1, -11.7, 1, -4.5, -0.571, /, 10.4
- Cn1c(=O)oc2cc(S(=O)(=O)NCCCN3CCCC3=O)ccc21
    -0.7, -19.4, 7.1, 3.4, 1, 0.1, -0.438, 134.5, -8.4
- CCOC(=O)Cn1nc(-c2ccc(Cl)cc2)cc1N
    -14.2, -6.2, 16.3, 7.0, 0.8, -1.6, 0.305, 40.2, 1.3
- CN(C)c1ccc(-c2ccncc2)cc1
    1.8, -2.8, 45.0, 8.1, 0.9, 1.4, 0.941, 90.3, 15.9
- CCOc1ccccc1N(CC(=O)Nc1ccccc1C(=O)NCc1ccco1)S(C)(=O)=O
    -7.7, 0.0, -12.0, 3.8, 1, -4.5, 0.00973, 65.9, -14.8
- Cc1cc(NC(=O)CSc2nnc(-c3ccco3)n2Cc2ccco2)no1
    4.3, 0.8, 16.1, 5.6, 0.9, 3.4, 0.723, 87.8, -9.6
- CCOc1ccc(CCNC(=O)C(O)c2ccccc2)cc1 (configuration not stated)
    -10.4, /, -3.1, -15.7, 0.9, -2.7, /, 78.8, -8.3
- O=C(CCc1ccccc1)NC1CCSC1=O (configuration not stated)
    0.2, 7.6, 0.4, 8.2, 0.9, -0.1, 0.045, 120.2, -10.6

(cont.)
molecule	Cdc25B inh	FXIIa inh mix	RORa activator	MKP-1 inh	TNAP act DEA	Hsp90 block	D1 mod	Her2 expr inh	SF1 activator
CCN1CCCC1CNC(=O)CCc1nc(-c2ccc(C)cc2)no1 (configuration not stated)	0.6	-11.8	-2.9	0.9	0.9	-1.7	-0.429	93.8	0.6
COc1ccc(NC(=O)CSc2nc(O)cc(=O)n2-c2ccccc2OC)cc1	-6.0	4.2	-12.7	11.5	1	-2.4	-0.00475	72.1	-12.9
COc1ccc(OC)c(S(=O)(=O)N2Cc3ccccc3CC2C(=O)Nc2nccs2)c1 (configuration not stated)	-6.2	2.0	28.6	4.0	0.9	-11.8	0.303	70.4	32.4
CCc1ccc2[nH]c(=O)c(CN(CCO)C(=O)NCc3ccccc3)cc2c1	-14.4	3.1	3.8	9.4	0.9	-4.0	-0.144	114.0	3.5
O=C(COC(=O)CCNS(=O)(=O)c1ccc(Cl)cc1)NCc1ccco1	1.2	12.3	-1.9	28.9	1	-2.3	-0.123	97.1	-10.6
c1ccc(CN2CCN(c3ncccn3)CC2)nc1	-1.1	2.3	-7.1	-0.2	0.9	-1.2	-0.645	110.2	-7.3
COc1ccc2c(C(=O)CN3CCN(CCO)CC3)c[nH]c2c1	7.1	1.3	8.2	-2.7	0.9	-12.7	-0.076	121.3	-10.7
Cc1cc(=O)oc2cc(OC(C)C)ccc12	-0.6	/	9.4	7.9	0.9	0.4	/	99.8	7.2
